Screening data deposited in PubChem BioAssay by National Center for Advancing Translational Sciences (NCATS).
JMJD2A Tudor = JMJD2A Tudor domain (human) inhibition; Potency, µM (highest dose often 114 µM), for the others: at the top dose activity change, negative = inhibition, most hits filed as inhibitors; AID 504339; O75164; actives 4.4% (n = 390,000); AlphaScreen JMJD2A-Tudor / H3K4me3 peptide binding; note: % is set by controls: 0 for no effect and ±100 for the full control effect; nearly all actives have a fitted effect of over 50% in size
BLM helicase inh = Bloom syndrome helicase (human) inhibition; P54132; recombinant BLM DNA unwinding, fluorescence dequenching; Potency, µM (titrated, usually from 56.1 µM), inactives show top-dose activity change, negative = inhibition, usual class: inhibitors; actives 0.2% (n = 350,000); AID 2528;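 note: plate controls were vehicle for no effect and no enzyme for full effect; nearly all actives have a fitted effect of over 35% in size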
POLH inh = inhibitors of human DNA polymerase eta | recombinant Pol eta, fluorescent DNA replication assay | Q9Y253 | actives 1.2% (n = 390,000) | AID 588591 | Potency, µM (doses to about 114 µM), inactives show at the top dose activity change, negative = inhibition, usual class: inhibitors; note: % is set by controls: 0 for no effect and ±100 for the full control effect
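Pol eta at 10 nM preincubated with compounds 15 min at room temperature; reaction started with fluorescent substrate (50 nM final) and read kinetically at 0 and 10 min.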
POLB inh = inhibitors of human DNA polymerase beta | P06746 | Pol beta primer extension/strand displacement, fluorescence kinetic | Potency, µM (top dose mostly 114 µM), inactives show top-dose activity change, negative = inhibition, hits mostly inhibitors | actives 1.3% (n = 340,000) | AID 485314; note: % is set by controls: 0 for no effect and ±100 for the full control effect
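10 nM enzyme + cpd, 15 min RT; start with substrate 50 nM final; read 0 min and after 10 min RT. Corrected, normalized data; 4-parameter Hill curve fit.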
BAZ2B block = blocks human BAZ2B. AlphaScreen BAZ2B-H3K14Ac peptide displacement. Potency, µM (doses to about 114 µM), without a hit: at the highest dose activity change, negative = inhibition, most hits filed as inhibitors. actives 4.4% (n = 360,000). AID 504333; note: % is set by controls: 0 for no effect and ±100 for the full control effect; nearly all actives have a fitted effect of over 60% in size
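AlphaScreen luminescence quantifies BAZ2B engagement of H3K14Ac peptide; the protein and biotinylated peptide are both at 50 nM final, buffer PBS pH 7.4 with 0.01% Tween-20, all steps at room temperature.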
G9a inh = blocks human histone lysine methyltransferase G9a | Q96KQ7 | G9a H3K9 monomethylation, AlphaScreen, 2 h | Potency, µM (highest dose often 102 µM), for the others: at the top dose activity, negative = inhibition, actives largely listed as inhibitors | actives 8.8% (n = 350,000) | AID 504332; note: % is set by controls: 0 for no effect and ±100 for the full control effect; nearly all actives have a fitted effect of over 75% in size
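Signal arises when biotinylated H3K9 peptide, once monomethylated, bridges streptavidin donor and antibody-captured acceptor beads. Enzyme at 20 nM was preincubated 15 min with test compounds; peptide 500 nM and SAM 20 uM then reacted for 2 h.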
Pol iota inh = inhibitors of human DNA polymerase iota; Q9UNA4; Pol iota fluorescent replication assay, 10 min; Potency, µM (doses to about 115 µM), inactives show top-dose activity, negative = inhibition, hits mostly inhibitors; actives 1% (n = 390,000)
Target sequence (Q9UNA4 whole entry, looked up): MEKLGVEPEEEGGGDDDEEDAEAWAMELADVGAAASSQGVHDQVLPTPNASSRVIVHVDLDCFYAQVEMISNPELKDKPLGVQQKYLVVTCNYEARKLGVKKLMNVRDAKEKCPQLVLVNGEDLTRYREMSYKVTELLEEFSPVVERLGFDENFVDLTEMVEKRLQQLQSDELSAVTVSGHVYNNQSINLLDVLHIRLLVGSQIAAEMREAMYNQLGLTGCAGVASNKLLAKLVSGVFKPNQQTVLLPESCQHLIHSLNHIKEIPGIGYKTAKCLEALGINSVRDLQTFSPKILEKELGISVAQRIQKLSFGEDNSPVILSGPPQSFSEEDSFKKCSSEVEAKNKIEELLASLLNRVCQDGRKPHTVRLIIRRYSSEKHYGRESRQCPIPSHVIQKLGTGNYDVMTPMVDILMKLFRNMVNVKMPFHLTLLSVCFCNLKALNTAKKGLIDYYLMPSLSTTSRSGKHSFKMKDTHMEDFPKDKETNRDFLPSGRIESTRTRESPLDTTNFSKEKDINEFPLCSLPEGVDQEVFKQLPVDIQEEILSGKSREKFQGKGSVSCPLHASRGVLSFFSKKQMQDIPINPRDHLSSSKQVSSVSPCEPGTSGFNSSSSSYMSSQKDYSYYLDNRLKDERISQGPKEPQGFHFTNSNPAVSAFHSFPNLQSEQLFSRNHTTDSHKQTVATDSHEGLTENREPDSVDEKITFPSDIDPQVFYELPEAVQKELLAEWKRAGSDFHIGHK
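Fluorescent replication assay read twice, at 0 min and 10 min after adding 50 nM (final) substrate. Enzyme (10 nM) and compounds were first incubated 15 min at room temperature; enzyme-free buffer wells were negative controls.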
Pol kappa inh = DNA polymerase kappa (human) inhibition. actives 0.53% (n = 400,000). Potency, µM (titrated, usually from 107 µM), without a hit: at the highest dose activity, negative = inhibition, hits mostly inhibitors. Q9UBT6. purified Pol kappa, fluorescent DNA synthesis assay, 10 min. AID 588579; note: % is set by controls: 0 for no effect and ±100 for the full control effect
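Kinetic fluorescence readout at 0 and 10 min followed reaction start with substrate at 50 nM final. Beforehand, enzyme (10 nM Pol kappa) stood 15 min with compound at room temperature; buffer-only wells were negative controls.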
APEX1 inh = blocks human APE1 abasic DNA cleavage; Potency, µM (top dose mostly 65.8 µM), inactives show top-dose activity change, negative = inhibition, actives largely listed as inhibitors; P27695; recombinant APE1, TAMRA/BHQ-2 abasic DNA cleavage fluorescence; actives 0.35% (n = 350,000);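 note: plate controls were vehicle for no effect and reference inhibitor for full effect; nearly all actives have a fitted effect of over 55% in size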
Target sequence (P27695 whole entry, looked up): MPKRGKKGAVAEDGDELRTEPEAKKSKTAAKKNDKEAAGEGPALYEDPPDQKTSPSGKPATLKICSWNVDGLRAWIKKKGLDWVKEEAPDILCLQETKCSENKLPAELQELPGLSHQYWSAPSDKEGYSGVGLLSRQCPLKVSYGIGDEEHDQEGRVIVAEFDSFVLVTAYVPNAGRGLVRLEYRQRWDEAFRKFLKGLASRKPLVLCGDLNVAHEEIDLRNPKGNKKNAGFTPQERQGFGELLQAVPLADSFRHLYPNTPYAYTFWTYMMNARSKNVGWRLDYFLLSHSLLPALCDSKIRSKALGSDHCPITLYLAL
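Measures dequenching upon AP-site incision of a 5'-TAMRA/3'-BHQ-2 THF-containing duplex, 50 nM; human APE1 0.75 nM after 15 min room-temperature exposure to compound; kinetic three-point read at one-minute spacing.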
* hit, by the source's call; ? = inconclusive; · = not tested or not shown; & = joins results of further samples; [ ] = another dose, or the depositor's remark. Calls come from the whole dose curve; as a rule, active = well fitted curve in the direction sought with a large enough effect; inconclusive = small, poorly fitted or top-dose-only effect, or another doubt; inactive = no such curve, though single readings can be large; an effect the other way counts as inactive or inconclusive. Potency is the fitted concentration of half-maximal effect. A portion of the library; the hit share may differ from the screen's.

#1 CCN(CC)CCN1CCn2c3c(c4cc(C)ccc42)CCCC31 (stereo not given)
#2 Cn1cc(S(=O)(=O)N2CCOCC2)cc1C(=O)Nc1ccc(Cl)c(C(F)(F)F)c1
#3 COc1ccc(-c2nc(N)n(C(=O)c3ccc(C)cc3)n2)cc1
#4 COc1cc(NC(=O)CCn2c(=O)[nH]c3ccsc3c2=O)cc(OC)c1
#5 COc1ccc(-c2ccnc(SCC(=O)N3CCN(c4ccccc4)CC3)n2)cc1
#6 COc1ccccc1CNC(=O)c1ccc2c(=O)n(CC3CCCO3)c(=S)[nH]c2c1 (stereo not given)
#7 O=c1c(Cl)c(N2CCNCC2)cnn1C12CC3CC(CC(C3)C1)C2
#8 O=C(Cn1nnc2ccccc21)Nc1ccc([N+](=O)[O-])cc1

Screen / compound no.,1,2,3,4,5,6,7,8
JMJD2A Tudor,56µM*,-10%,-12%,-12%,-12%,-3%,2%,-13%
BLM helicase inh,24%,-1%,1%,5%,0%,-2%,-4%,-6%
POLH inh,-6%,-14%,-10%,8%,-19%,9%,-23%,-13%
POLB inh,47%,2%,2%,?,17%,37%,38%,-12%
BAZ2B block,?,1%,-6%,-6%,-14%,6%,-3%,-7%
G9a inh,?,-2%[59 µM],12%[59 µM],-4%[59 µM],5%,9%,26%,-5%[12.7 µM]
Pol iota inh,44%[activator],22%,-15%,-2%,17%,13%,166%[activator],17%
Pol kappa inh,-14%,-9%,-7%,-6%,4%,-21%,1%,-10%
APEX1 inh,-3%,·,-8%,8%,3%,-19%,8%,2%

#9 CC1CC(C)CN(S(=O)(=O)N2CCC(C(=O)NCCC3=CCCCC3)CC2)C1 (stereo not given)
#10 Cc1cccc(OCC(=O)NCC(c2cccs2)N2CCOCC2)c1 (stereo not given)
#11 CC(C)(C)n1nc2c(c1NC(=O)Cc1ccc(Cl)cc1)CS(=O)(=O)C2
#12 O=c1c2cc3c(cc2n(Cc2cccc(Cl)c2)c(=O)n1Cc1nc(-c2ccccc2)no1)OCO3
#13 COc1ccc(C2=NOC3(CC(=O)N(c4ccc(C)cc4)C3=O)C2)c(OC)c1 (stereo not given)
#14 CCC(C)NS(=O)(=O)c1ccc(S(=O)(=O)N(CC(=O)Nc2ccccc2)CC2CCCO2)cc1 (stereo not given)
#15 O=C(O)c1ccc(Nc2ncc([N+](=O)[O-])cc2[N+](=O)[O-])cc1
#16 NC1=NC[C@H](CC2CCCCC2)N1CCc1cc(C(F)(F)F)cc(C(F)(F)F)c1

Screen / compound no.,9,10,11,12,13,14,15,16
JMJD2A Tudor,-16%,-17%,4%,-16%,-26%,-18%,-21%,-19%
BLM helicase inh,-10%,·,-5%,-2%,-3%,-8%,1%,2%
POLH inh,-19%,-3%,-10%,-2%,6%,-12%,32µM*,-18%
POLB inh,2%,·,15%,-2%,-2%,0%,25%,2%
BAZ2B block,-8%,9%,0%,-6%,-31%,5%,?,0%
G9a inh,9%,1%,30%,?,-7%,-5%[59 µM],45µM*,14%[59 µM]
Pol iota inh,42%,19%,9%,0%,-8%,0%,?,3%
Pol kappa inh,-5%,-18%,-10%,-13%,-22%,-5%,-29%,-10%
APEX1 inh,18%,-16%,9%,·,-4%,-1%,4%,-3%

Whole records as entered above. Values in the order: JMJD2A Tudor	BLM helicase inh	POLH inh	POLB inh	BAZ2B block	G9a inh	Pol iota inh	Pol kappa inh	APEX1 inh
Results for O=c1c2cc3c(cc2n(Cc2cccc(Cl)c2)c(=O)n1Cc1nc(-c2ccccc2)no1)OCO3 : -16%	-2%	-2%	-2%	-6%	?	0%	-13%	·
Results for CC(C)(C)n1nc2c(c1NC(=O)Cc1ccc(Cl)cc1)CS(=O)(=O)C2 : 4%	-5%	-10%	15%	0%	30%	9%	-10%	9%
Results for Cc1cccc(OCC(=O)NCC(c2cccs2)N2CCOCC2)c1 (stereo not given) : -17%	·	-3%	·	9%	1%	19%	-18%	-16%
Results for O=C(O)c1ccc(Nc2ncc([N+](=O)[O-])cc2[N+](=O)[O-])cc1 : -21%	1%	32µM*	25%	?	45µM*	?	-29%	4%
Results for CCC(C)NS(=O)(=O)c1ccc(S(=O)(=O)N(CC(=O)Nc2ccccc2)CC2CCCO2)cc1 (stereo not given) : -18%	-8%	-12%	0%	5%	-5%[59 µM]	0%	-5%	-1%

Next results follow:
#17 Cc1cc(C(=O)CN2C(=O)NC3(CCCCC3)C2=O)c(C)n1C
#18 CC(=O)Nc1ccc(S(=O)(=O)NNC(=O)CCC(=O)NCc2ccccc2)cc1
#19 CCn1nc(C)cc1C(=O)N1CCCC(N2CCN(c3ccccc3OC)CC2)C1 (stereo not given)
#20 COc1cccc(C(CNC(=O)c2ccc(Cl)c(S(=O)(=O)N3CCCC3)c2)N(C)C)c1 (stereo not given)
#21 CCN(CC)S(=O)(=O)c1ccc(N2CCCC2)c(NC(=O)C2=NN(c3ccccc3)C(=O)CC2)c1
#22 CC1C2C(c3ccccc3)N(C)C(=O)N(C)C2N(C)C(=O)N1C (stereo not given)
#23 COc1ccc(C(=O)NNC(=O)c2ccncc2)cc1
#24 Cc1cc(C)cc(NC(=O)Cn2c(C(F)(F)F)nc3ccccc32)c1

Screen / compound no.,17,18,19,20,21,22,23,24
JMJD2A Tudor,-27%,3%,-10%,-12%,?,5%,-11%,7%
BLM helicase inh,-26%,·,·,·,·,-1%,4%,-5%
POLH inh,-6%,-8%,?,-13%,-13%,-11%,-8%,5%
POLB inh,0%,·,·,·,·,1%,-3%,-3%
BAZ2B block,-13%,·,·,·,-38%,10%,8%,1%
G9a inh,-7%,·,·,·,4%[2.33 µM],12%[59 µM],24%[59 µM],6%[59 µM]
Pol iota inh,?,60%[activator],14%,25%,-19%,-8%,?,15%
Pol kappa inh,-16%,15%,-2%,-13%,-7%,-3%,-25%,5%
APEX1 inh,-6%,1%,·,24%,10%,1%,0%,·

#25 CCOC(=O)c1[nH]c(C)c(CCC(=O)O)c1C
#26 CCOC(=O)[C@@H]1[C@H]2COc3ccccc3[C@@H]2N2C(=O)N(c3cccc(C)c3)C(=O)[C@]12C
#27 CCN(CC)S(=O)(=O)c1ccc(C)c(NC(=O)COc2ccc(Br)cc2Cl)c1
#28 Cc1cc(NC(=O)CCC(=O)N(CC(=O)NCC2CCCO2)c2ccccc2C)no1 (stereo not given)
#29 CCCCOc1ccc(CNC(=O)c2cnc3sc(N4CCCCCC4)nn3c2=O)cc1
#30 O=c1cc(NS(=O)(=O)c2ccccc2)nc(SCc2ccc(Cl)cc2)[nH]1
#31 COc1ccc(C2=NOC(C(=O)N3CCN(C(=O)c4ccco4)CC3)C2)cc1OC (stereo not given)
#32 O=S(=O)(NC1CCCCCC1)c1cccc(Cl)c1

Screen / compound no.,25,26,27,28,29,30,31,32
JMJD2A Tudor,-16%&-23%,-10%,-5%,3%,-14%,-21%,-9%,8%
BLM helicase inh,4%&-2%,-11%,1%,-2%,-5%,4%,2%,·
POLH inh,0%&-10%,-9%,-14%,1%,-12%,-23%,-5%,-26%
POLB inh,-1%&0%,28%,7%,-25%,-27%,15%,-11%,·
BAZ2B block,-1%&-12%,-24%,6%,1%,-10%,79µM*,?,·
G9a inh,11%[12.7 µM],-14%,13%[59 µM],2%[59 µM],15%[59 µM],-34%[59 µM],?,·
Pol iota inh,3%&12%,-10%,7%,11%,10%,12%,-11%,21%
Pol kappa inh,2%&-13%,3%,-1%,-11%,0%,1%,-9%,4%
APEX1 inh,-2%&-10%,14%,0%,7%,·,6%,-18%,-1%

#33 O=S(=O)(NCCC1=CCCCC1)c1ccc(F)cc1
#34 Cc1cccc(COCC(Cc2ccccc2)N2CCN(C(=O)c3cccc(C)c3)CCC2=O)c1 (stereo not given)
#35 COc1cccc(C2NC(=O)NC(C)=C2C(=O)OCC2CCCCC2)c1 (stereo not given)
#36 O=C1CCC(C(=O)N2CCC(CO)CC2)CN1Cc1ccc(Cl)cc1 (stereo not given)
#37 Cc1ccc(Cn2nnnc2CN2CCC(c3nc4ccc(Cl)cc4[nH]3)CC2)cc1
#38 CCN(C(=O)COc1ccccc1)C1CCCCC1
#39 O=C(c1ccc2c(c1)OCO2)N1CCN(CCN2C(=O)c3cccc4cccc(c34)C2=O)CC1
#40 O=C(O)CCC(=O)Nc1cccc(C(=O)Nc2cccc(Cl)c2)c1
#41 CN(CC(=O)Nc1ccccc1Cl)CC(=O)Nc1ccccc1[N+](=O)[O-]
#42 Cc1csc(=O)n1CCC(=O)OCC(=O)NCc1ccc(F)cc1
#43 NS(=O)(=O)c1ccc(CNC(=O)CCSCCC(=O)NCc2ccc(S(N)(=O)=O)cc2)cc1

Screen / compound no.,33,34,35,36,37,38,39,40,41,42,43
JMJD2A Tudor,21%,-24%,-10%,-9%,-18%,-6%,-2%,-2%,-18%,-8%,?
BLM helicase inh,-7%,-6%,-4%,1%,-6%,4%,·,1%,-3%,·,-4%
POLH inh,-23%,-16%,-13%,-23%,-14%,-5%,-15%,-11%,-15%,0%,-12%
POLB inh,4%,2%,2%,0%,0%,24%,·,2%,0%,·,-3%
BAZ2B block,24%,-7%,-6%,2%,1%,?,·,-3%,-33%,-5%,5%
G9a inh,-4%,-12%,23%,33%,-6%[59 µM],-47%,·,86%[activator][59 µM],-45%,-1%,2%[0.501 µM]
Pol iota inh,8%,-20%,-11%,15%,-10%,1%,31%[activator],-7%,118%[activator],-14%,61%[activator]
Pol kappa inh,0%,-11%,12%,-12%,-9%,-11%,-5%,-11%,-4%,-9%,0%
APEX1 inh,3%,1%,20%,4%,-9%,-8%,·,31%[activator],-7%,-11%,-2%
